High-throughput results deposited in PubChem BioAssay by several laboratories.
PDI turbidity: blocks human protein disulfide isomerase activity | P07237 | PDI insulin aggregation turbidity, A650, 90 min | inhibition, % at 10 µM | 350,000 compounds, 0.052% hits | AID 588391;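 active = mean inhibition across replicates of 30% or more, whatever share of single replicates reach that level; inconclusive = mean inhibition below 30% while every single replicate reaches 30%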;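 note: absorbance from insulin aggregation driven by PDI reduction with DTT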
Target sequence (P07237 whole entry, looked up): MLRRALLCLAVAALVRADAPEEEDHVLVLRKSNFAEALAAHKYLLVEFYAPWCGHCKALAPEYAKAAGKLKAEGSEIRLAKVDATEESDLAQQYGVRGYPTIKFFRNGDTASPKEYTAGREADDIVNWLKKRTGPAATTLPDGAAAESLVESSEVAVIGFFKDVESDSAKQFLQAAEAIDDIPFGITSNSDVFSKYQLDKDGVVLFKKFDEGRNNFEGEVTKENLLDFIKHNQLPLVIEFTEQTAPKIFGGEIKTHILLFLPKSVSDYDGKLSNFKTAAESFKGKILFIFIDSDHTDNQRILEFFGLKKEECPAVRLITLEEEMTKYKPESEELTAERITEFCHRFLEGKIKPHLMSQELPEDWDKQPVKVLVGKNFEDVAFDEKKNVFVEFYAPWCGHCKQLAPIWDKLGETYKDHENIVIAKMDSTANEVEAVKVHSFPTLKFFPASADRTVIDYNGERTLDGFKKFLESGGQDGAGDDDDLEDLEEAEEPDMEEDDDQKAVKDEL
CaV13 FRET inh: Primary screen for inhibitors of IQ motif and Ca2+-dependent inactivation inhibitor domain binding in CACNA1D, Förster resonance energy transfer in living cells, …; AID 743397; HEK cells, CFP/YFP FRET ICDI-IQ, plate reader, 10 min; percent FRET-ratio fall versus neutral wells; inhibition, % at 12.3 µM; 340,000 compounds, 0.098% hits;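 active = mean replicate inhibition of at least 30% and at least 1% of replicates passing that level; inconclusive = only one of the two criteria is met; inactive = neither criterion is met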;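 note: 0% = median of the neutral control wells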
Granule exo inh: lytic granule exocytosis inhibition; TALL-104 LAMP-1 surface exposure, flow cytometry; cells stimulated with thapsigargin and PMA; inhibition, % at 10 µM; 360,000 compounds, 0.66% hits; AID 651702;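 active = inhibition above about 55%, limit read from the data; inconclusive = no clear call, values can overlap the other calls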
Vif imaging: blocks HIV Vif function; HEK293T cells, Vif self-association by quenched fluorescence, imaging, 24 h; inhibition, % at 7.49 µM; 340,000 compounds, 0.35% hits; in the data active = inhibition above about 50%, passing the limit was not always enough; inconclusive = no clear call, values can overlap the other calls; inactive = below about 31%; note: some results filed as inactive read as strong as hits
NR2E3 ag-1: activates human NR2E3 receptor | Q9Y5X4 | CHO-S Gal4-NCOR/VP16-NR2E3 two-hybrid, luciferase | inhibition of corepressor binding, % at 3.98 µM | 360,000 compounds, 0.35% hits | AID 602229;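 active = inhibition above the mean of all tested compounds plus 3 SD, cut at about 70% in these data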;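 note: 0% = DMSO with NR2E3 transfected cells and 100% = cells lacking NR2E3 construct; higher means lower luciferase signal from less NR2E3 corepressor binding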
Target sequence (Q9Y5X4 whole entry, looked up, the tested form may be a part): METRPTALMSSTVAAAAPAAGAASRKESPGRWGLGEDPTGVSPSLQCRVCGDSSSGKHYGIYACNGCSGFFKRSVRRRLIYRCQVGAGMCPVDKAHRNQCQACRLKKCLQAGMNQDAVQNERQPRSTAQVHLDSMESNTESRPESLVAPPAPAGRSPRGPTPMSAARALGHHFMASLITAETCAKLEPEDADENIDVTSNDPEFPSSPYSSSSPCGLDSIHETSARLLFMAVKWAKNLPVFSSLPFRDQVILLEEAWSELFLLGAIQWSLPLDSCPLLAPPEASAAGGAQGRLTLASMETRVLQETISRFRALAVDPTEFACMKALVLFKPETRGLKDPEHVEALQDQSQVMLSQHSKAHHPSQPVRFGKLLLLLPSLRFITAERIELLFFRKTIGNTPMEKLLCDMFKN
TRPM1 prom inh: reduces MITF-dependent TRPM1 promoter luciferase signal. inhibition, % at 12.5 µM. 330,000 compounds, 0.83% hits. SK-MEL-5 TRPM1 promoter luciferase, 24 h;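 active = mean inhibition across replicates of 60% or more, whatever share of single replicates reaches that level; inconclusive = some that reach 60%, reason not given; inactive = mean inhibition across replicates below 60%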; note: values of inactives mirror those of a sister screen read the other way
aDG glyco act: alpha-DG glycosylation activation | AID 624168 | 360,000 compounds, 0.22% hits | Pro5-aDG cells, alpha-DG glycosylation AlphaScreen (IIH6); 0% Pro5, 100% B10-LARGE cell signal | activation, % at 10 µM;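 active = activation of at least 8% versus controls, or a plate z-score of at least 8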;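 note: Pro5 are CHO cells carrying HIG-tagged alpha-DG that lacks glycosylation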
HIF-2a block: HIF-2a inhibition. 360,000 compounds, 0.72% hits. AID 624352. 786-0 RCC cells HIF-2a reporter, luciferase luminescence, overnight. inhibition, % at 18.8 µM;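 active = inhibition of the luminescence signal of 40% or more relative to plate controls, in a single-dose primary screen at 18.75 µM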
iPSC survival up: increases survival of single human iPS cells; hiPSC single-cell survival, ATPlite luminescence; 100% = ROCK inhibitor wells, 0% = DMSO; survival enhancement, % at 20 µM; 360,000 compounds, 0.044% hits; AID 602274; in the data active = survival enhancement above about 18%;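 note: cells exposed to compounds for 16 hours before the ATP read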
NR2E3 ag-2: activates human photoreceptor nuclear receptor NR2E3 | 320,000 compounds, 0.12% hits | inhibition of corepressor binding, % at 4.78 µM | GST-NR2E3/biotin-RetCOR TR-FRET, 1536-well | AID 2300;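 active = percent inhibition above the cutoff of mean plus 3 SD of all tested compounds, set per screening campaign, cut at about 20% in these data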;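 note: 0% = DMSO wells and 100% = biotin wells as full block of FRET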
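Test system: GST-NR2E3 and biotin-RetCOR proteins | Quantity: 1.35 nM GST-tagged NR2E3 final | Medium: Tris pH 7.5 | Also added: 7 nM biotin-RetCOR | Dosing: Compound at 4.8 µM, single dose | Timing: 5 h at 4 °C | Detection: Time-resolved FRET | Read-out basis: Percent inhibition | Benchmarks: Biotin wells as high control, 0.6% DMSO wells as low control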
Peg3 prom inh: reduces Peg3 promoter-driven luciferase expression in HeLa; HeLa PEG-Prom luciferase reporter, luminescence, overnight; inhibition, % at 20 µM; 360,000 compounds, 1.7% hits; AID 588405;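 active = inhibition of at least 50% at 20 µM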
The depositor's hits bear a star; ? = inconclusive; . = not tested or not shown. Random draw from the library. About 3.5% of those tested had a hit in this group.

SMILES	PDI turbidity	CaV13 FRET inh	Granule exo inh	Vif imaging	NR2E3 ag-1	TRPM1 prom inh	aDG glyco act	HIF-2a block	iPSC survival up	NR2E3 ag-2	Peg3 prom inh
CCCCCCC#Cc1ccc2c(c1)COc1c3ccccc3nn1-2	-6	-10	-5	-2	-9	-7	0.0	-231	9.8	-3	-246
COc1ccc(N2CC(C)Cn3c2nc2c3c(=O)n(Cc3ccccc3)c(=O)n2C)c(OC)c1 (stereo not given)	0	-6	?	-3	-23	8	0.2	28	0.1	0	19
C=CCOC(=O)C1=C(C)NC(C)=C(C(=O)OCC=C)C1/C=C/c1ccccc1	8	-5	21	20	0	1	2.7	12	-0.9	2	21
CC(=O)Nc1cccc(NC(=O)NC2CC(=O)N(c3ccc4c(c3)OCCO4)C2)c1 (stereo not given)	-7	-13	1	.	-17	.	0.2	-1	-0.4	.	2
O=C(NCc1ccccn1)C1Nc2ccc(C(F)(F)F)cc2C2C=CCC12 (stereo not given)	0	-5	64*	-4	97*	-2	0.0	20	0.3	2	7
Cc1nnc(SCC(=O)N(CC(C)C)c2c(N)n(CC(C)C)c(=O)[nH]c2=O)n1-c1ccccc1	2	-5	-2	7	-3	7	-0.1	8	2.3	4	9
N#CCC(=O)N/N=C/c1coc2ccccc2c1=O	13	-5	-2	1	0	-3	-0.2	17	0.0	-1	13
COC(=O)c1ccccc1Oc1cnc2ccccc2n1	-5	-5	-3	3	23	9	0.1	12	0.0	-1	-4
COCc1c(Br)c(C)nc(OCC(=O)N/N=C/c2cc(C)n(-c3ccc([N+](=O)[O-])cc3)c2C)c1C#N	0	-1	-2	-4	-13	-7	-0.2	19	-1.3	4	14
COc1cc(/C=N/NC(=O)c2ccc(Cn3cc([N+](=O)[O-])cn3)o2)cc(Br)c1O	-4	-4	2	-1	-7	9	0.0	18	0.8	0	6
CCOC(=O)c1c(CN2CCC(C)CC2)n(C)c2cc(Br)c(OC)cc12	-5	-7	21	12	19	-7	0.1	16	-0.7	-7	5
Cc1ccc(NC(=O)CC2SC3=NCCN3C2=O)cc1 (stereo not given)	0	-4	2	3	-8	-18	-0.2	11	-0.9	0	21
COc1ccccc1C(=O)Nc1cccc2nc(C)ccc12	3	-5	-5	7	-13	-7	0.1	-28	-0.3	0	-21
COC(=O)c1ccc(/C=N/N2C(C)CCCC2C)cc1 (stereo not given)	5	1	-10	4	-10	-69	0.2	5	2.6	-1	-139
CCCCCOC(=O)Cc1c(C)nc(-c2ccccc2)[nH]c1=O	-1	.	1	2	-13	1	0.2	20	1.6	0	15
COc1cccc(C(=O)NCC(=O)OCc2ccc(F)cc2Cl)c1	6	-3	-3	-5	-3	9	-0.4	13	-1.3	0	7
CC(C)(C)c1cc(Cc2ccccc2)[nH]n1	-11	-9	0	3	-25	-12	-0.3	-17	-0.2	-1	7
CCCC(=O)N1CCN(c2ccc(NC(=S)NC(=O)c3cccc(C)c3)cc2)CC1	4	-7	5	2	-85	31	1.0	1	-0.4	2	0
Cc1cc2nnc(SCC(=O)N(C)C3CCS(=O)(=O)C3)n2c2ccccc12 (stereo not given)	-5	1	0	5	-18	-16	0.0	6	-0.5	4	3
O=C(Nn1cnc2ccccc2c1=O)c1ccc(F)cc1Cl	-1	-8	4	10	-54	-2	0.2	-229	0.2	1	-155
CCc1ccc(N2C(=O)Cc3c2nc(N)c(C#N)c3N)cc1	-4	-7	0	2	-56	-22	-0.2	-244	-2.3	3	-118
COc1ccc(N2CCN(Cc3cc(=O)oc4cc(-c5ccccc5)c(O)cc34)CC2)cc1	-16	.	0	?	-36	50	-0.9	8	-0.4	1	70*
COCCN(C(=O)COC(=O)CC(C)c1ccccc1)c1c(N)n(Cc2ccccc2)c(=O)[nH]c1=O (stereo not given)	0	-5	5	12	-21	1	-0.1	14	-0.4	0	1
COc1ccc(NC(=O)c2cccc(N3C(=O)C4CC=C(C)CC4C3=O)c2)c(OC)c1 (stereo not given)	-25	-7	4	-2	-7	-1	0.0	3	-0.3	5	13
CC(OC(=O)C1CCN(S(=O)(=O)c2ccc(C(C)(C)C)cc2)CC1)C(=O)N(C)C1CCCCC1 (stereo not given)	-1	-2	0	12	7	2	0.0	2	-0.4	.	22
Cc1cccnc1NC(=O)CSc1ccc2c(c1)OCCO2	5	-7	-5	-3	1	-9	-0.1	-44	-0.2	1	-61
COc1ccc(N2CCN(C(=O)c3ccc(S(=O)(=O)N4CCOCC4)cc3)CC2)cc1	1	-9	-1	-5	16	-5	0.1	-24	-0.3	4	9
CC(C)CCC1(CCNC(=O)c2cccs2)CCOC(C)(C)C1 (stereo not given)	3	-4	-7	-5	-4	2	0.2	9	-0.6	3	15
COC(=O)C(CCSC)NC(=O)CNS(=O)(=O)c1ccc(Br)cc1 (stereo not given)	-6	-4	2	-5	10	-6	-0.2	10	5.2	1	6
CCOC(=O)C(=O)Nc1nc(-c2ccccc2)c(-c2ccccc2)o1	5	-3	-2	1	-1	-7	0.0	23	2.4	3	14
O=C(CSc1nc2c(oc3ccccc32)c(=O)n1CC1CCCO1)NCc1ccc(F)cc1 (stereo not given)	-2	-6	-2	2	0	0	-0.1	11	-0.2	.	16
COc1ccc(OC)c(S(=O)(=O)N2CCCC(C(=O)NCc3ccco3)C2)c1 (stereo not given)	1	-2	-4	1	-21	-8	-0.1	8	-0.7	0	8
CN(c1ccccc1)S(=O)(=O)c1cccc(NC(=O)C2CC(=O)N(Cc3ccccc3)C2)c1 (stereo not given)	-2	-13	46	-8	-23	5	0.1	-47	-0.2	-1	-10
CCOc1ccc2c(c1)cc(CN(C(=O)CC)C1CCCCC1)c1nnnn12	-5	-6	2	3	-9	11	-0.3	-1	-0.4	4	35
O=C(Nc1ccc2c(c1)OCO2)N1CCOCC1	-10	-8	0	7	-42	-19	3.3	-34	-1.6	-3	-31
CCOC(=O)C1CCN(C(=O)C2CC(=O)N(c3ccc(C)cc3)C2)CC1 (stereo not given)	-3	-8	0	0	-7	6	0.0	-5	1.8	2	10

Ten compounds from above, sorted by heavy-atom count, low to high:
SMILES	PDI turbidity	CaV13 FRET inh	Granule exo inh	Vif imaging	NR2E3 ag-1	TRPM1 prom inh	aDG glyco act	HIF-2a block	iPSC survival up	NR2E3 ag-2	Peg3 prom inh
O=C(Nc1ccc2c(c1)OCO2)N1CCOCC1	-10	-8	0	7	-42	-19	3.3	-34	-1.6	-3	-31
Cc1cccnc1NC(=O)CSc1ccc2c(c1)OCCO2	5	-7	-5	-3	1	-9	-0.1	-44	-0.2	1	-61
CC(C)CCC1(CCNC(=O)c2cccs2)CCOC(C)(C)C1 (stereo not given)	3	-4	-7	-5	-4	2	0.2	9	-0.6	3	15
COC(=O)C(CCSC)NC(=O)CNS(=O)(=O)c1ccc(Br)cc1 (stereo not given)	-6	-4	2	-5	10	-6	-0.2	10	5.2	1	6
CCOC(=O)C(=O)Nc1nc(-c2ccccc2)c(-c2ccccc2)o1	5	-3	-2	1	-1	-7	0.0	23	2.4	3	14
CCOC(=O)C1CCN(C(=O)C2CC(=O)N(c3ccc(C)cc3)C2)CC1 (stereo not given)	-3	-8	0	0	-7	6	0.0	-5	1.8	2	10
CCOc1ccc2c(c1)cc(CN(C(=O)CC)C1CCCCC1)c1nnnn12	-5	-6	2	3	-9	11	-0.3	-1	-0.4	4	35
COc1ccc(NC(=O)c2cccc(N3C(=O)C4CC=C(C)CC4C3=O)c2)c(OC)c1 (stereo not given)	-25	-7	4	-2	-7	-1	0.0	3	-0.3	5	13
O=C(CSc1nc2c(oc3ccccc32)c(=O)n1CC1CCCO1)NCc1ccc(F)cc1 (stereo not given)	-2	-6	-2	2	0	0	-0.1	11	-0.2	.	16
CC(OC(=O)C1CCN(S(=O)(=O)c2ccc(C(C)(C)C)cc2)CC1)C(=O)N(C)C1CCCCC1 (stereo not given)	-1	-2	0	12	7	2	0.0	2	-0.4	.	22

(more compounds)
SMILES	PDI turbidity	CaV13 FRET inh	Granule exo inh	Vif imaging	NR2E3 ag-1	TRPM1 prom inh	aDG glyco act	HIF-2a block	iPSC survival up	NR2E3 ag-2	Peg3 prom inh
CNCC(=O)N1CCN(c2ncc(C(F)(F)F)cc2Cl)CC1	-2	1	1	11	0	-4	0.0	12	0.0	-3	10
C=CCNC(=O)Nc1ccc2oc(C)nc2c1	-2	.	9	4	4	-6	0.0	-19	0.0	-3	-10
CCOc1ccccc1CNC(=O)C1CCN(c2nnc(C)c3c(C)n(-c4ccc(C)cc4)nc23)CC1	-6	-4	58*	9	18	96*	2.5	71*	0.0	-14	97*
O=C(COC(=O)c1cc(-c2ccco2)nc2ccccc12)NCc1ccccc1	8	-5	-2	-5	-22	0	0.1	4	-0.7	-3	3
CC1CC(C)CN(C(=O)CNS(=O)(=O)c2ccc(Br)s2)C1 (stereo not given)	-14	-3	0	6	-16	5	0.1	17	0.1	0	15
C/C(=N/NC(=O)CNC(=O)C(c1ccccc1)c1ccccc1)c1ccco1	-1	-19	-3	-5	-1	6	-0.1	11	-0.2	-1	15
CN(C)c1nc(OCCOC(=O)COc2ccc(Cl)cc2Cl)nc(N(C)C)n1	-3	-5	0	-17	22	15	0.0	18	2.6	3	12
CCOP(=O)(OCC)C(NC(=O)Nc1ccc(C)c(Cl)c1)c1ccccc1 (stereo not given)	4	12	0	-3	-31	-3	0.1	-51	-0.7	1	-30
N#Cc1ccccc1NC(=O)CSc1cn[nH]n1	-3	-3	3	-25	4	5	-0.1	3	0.0	3	-2
COc1ccccc1C(=O)NNC(=O)C(=O)NC(C)C	-4	0	-2	-4	21	28	0.5	14	0.1	2	4
O=C(C1CCCO1)N(c1cccc(Cl)c1)C1C=CS(=O)(=O)C1 (stereo not given)	-4	-9	-2	1	5	-9	0.1	16	-0.9	3	-6
CC(NC(=O)c1ccc(-c2ccccc2)cc1)C(c1ccccc1)N1CCOCC1 (stereo not given)	-1	-3	3	4	-9	-3	0.3	2	-0.1	1	14
CCOC(=O)n1c(=O)oc2cc(S(=O)(=O)N3CCCCC3)ccc21	8	-8	-2	-4	4	11	-0.1	11	0.2	-1	17
